UTI89 phage lysis – protection from phage-mediated lysis, alamar blue read-out – E. coli UTI89, K1F phage, bacterial capsule biogenesis inhibitors (AID 488966); E. coli UTI89 K1F phage lysis, alamar blue, 2 h; higher % means a stronger effect; hit rate 0.02% among 340,000; inhibition, % at 100 µM; hits with a dose series show IC50 in µM;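 active = phage lysis inhibition, versus mean bacterial control, above a set limit; inconclusive = no clear call, values can overlap the other calls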;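 note: capsule biogenesis inhibitors block K1F phage lysis so surviving cells raise fluorescence; higher fluorescence means more inhibition of phage lysis; actives were called in the ten point dose series up to 300 µM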
RSV CPE inhibition – RSV antiviral activity via CPE protection, HEp-2 cells, primary 10 µM value included (AID 2391) | HEp-2 cells, RSV-induced CPE inhibition; higher % means a stronger effect | hit rate 0.13% among 310,000 | one-dose CPE inhibition, % at 10 µM; IC50 in µM for titrated hits; in the data active = a potency from the dose series; inconclusive = CPE inhibition mostly from about 23% at the one dose, without a potency; inactive = the rest, 99 in 100 with CPE inhibition below about 21%; note: strong numbers were not always called active
MgcRacGAP inhibition – MgcRacGAP GTPase-activating activity inhibitors, confirmation, biochemical, ADP Hunter fluorescence; one-dose inhibition, % at 30 µM; IC50 in µM for titrated hits; AID 624330; hit rate 0.6% among 340,000; MgcRacGAP-stimulated Rac1 GTP hydrolysis, ADP Hunter fluorescence; higher % means a stronger effect; GST-tagged Rac1 F28L mutant substrate;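 active = first-screen hits whose inhibition reached a set limit at any dose in the follow-up dose series; inconclusive = inhibition above the set first-screen limit but never retested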;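 note: fluorescence reports GDP produced by GAP-driven GTP hydrolysis; strong numbers were not always called active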
West Nile antiviral – West Nile virus antiviral activity, cell-based, CPE readout (AID 1621); West Nile virus-infected cells, CPE inhibition; higher % means a stronger effect; one-dose CPE inhibition, % at 10 µM; IC50 in µM for titrated hits; hit rate 0.02% among 290,000; in the data active = a potency from the dose series; inconclusive = CPE inhibition mostly from about 3.7% at the one dose, without a potency; inactive = the rest, 99 in 100 with CPE inhibition below about 2.2%; note: strong numbers were not always called active
NTR1 agonist – NTR1-driven beta-arrestin-GFP spot formation – imaging, U2OS cells, high content, primary screen (AID 493036) | agonist mode | activation, % at 20 µM | hit rate 0.17% among 330,000;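 active = activation at or above 40% of the spot to cytoplasm intensity ratio, with at least 20 cells analyzed; inconclusive = wells under 20 cells, flagged as cytotoxic or low count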;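 note: 0% = DMSO without peptide and 100% = 100 nM NTR1 peptide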
Target sequence (P30989 whole entry, looked up): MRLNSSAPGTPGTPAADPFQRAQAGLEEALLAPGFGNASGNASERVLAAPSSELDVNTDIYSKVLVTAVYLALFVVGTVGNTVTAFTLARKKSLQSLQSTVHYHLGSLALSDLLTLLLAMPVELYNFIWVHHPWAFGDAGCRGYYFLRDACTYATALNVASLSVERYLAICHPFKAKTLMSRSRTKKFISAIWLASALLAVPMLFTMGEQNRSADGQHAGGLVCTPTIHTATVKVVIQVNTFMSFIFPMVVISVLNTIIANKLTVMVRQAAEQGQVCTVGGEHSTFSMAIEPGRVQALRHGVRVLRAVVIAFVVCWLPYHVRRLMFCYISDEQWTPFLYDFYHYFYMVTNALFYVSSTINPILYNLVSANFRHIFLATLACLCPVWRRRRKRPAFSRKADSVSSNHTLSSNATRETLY
Large T inhibition – SV40 large T antigen inhibitors, biochemical (AID 1903) | hit rate 0.39% among 310,000 | SV40 large T antigen ATPase/helicase inhibition assay; higher % means a stronger effect | inhibition, % at 20 µM; hits with a dose series show IC50 in µM; in the data active = a potency from the dose series; inconclusive = inhibition mostly from about 32% at the one dose, without a potency; inactive = the rest, 99 in 100 with inhibition below about 32%; note: strong numbers were not always called active
Dengue-2 NS5 capping – flavivirus cap methylation enzyme inhibition – biochemical, confirmation dose response, primary screen (AID 588689) | one-dose inhibition, % at 25 µM; IC50 in µM for titrated hits | hit rate 0.3% among 340,000 | Dengue-2 NS5 methyltransferase capping enzyme assay, biochemical; higher % means a stronger effect; in the data active = a potency from the dose series; inconclusive = inhibition above about 29% without an active follow-up result
AID2073 – disruptors of CaV2.2 binding to Mint1 – biochemical, HTRF (AID 2073); hit rate 0.19% among 290,000; inhibition, % at 20 µM; hits with a dose series show IC50 in µM; HTRF protein-protein interaction, Mint1-CaV2.2; higher % means a stronger effect; in the data active = inhibition mostly above about 51%, no sharp cut-off; inconclusive = no clear call, values can overlap the other calls; inactive = mostly below about 53%; note: some results filed as inactive read as strong as hits
SIAH1 antagonists – blockers of Siah-1 interaction with plectin peptide – biochemical, fluorescence polarization, rhodamine-plectin, uHTS, primary screen (AID 1817). Siah-1 / rhodamine-plectin peptide fluorescence polarization; higher % means a stronger effect. one-dose displacement, % at 20 µM; IC50 in µM for titrated hits. hit rate 0.02% among 290,000;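 active = displacement of at least 50% at 20 µM, with a fluorescence ratio check between 0.3 and a set limit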;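 note: plate controls were Siah plus tracer with DMSO for no effect and tracer alone without Siah for full effect; strong numbers were not always called active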
NTR1 agonist cell count 20 µM – further read-out of NTR1 agonist, marked with its call; cell count; measured here: cell count, cytotoxicity flag
Dengue-2 NS5 capping pilot replicate – also measured in Dengue-2 NS5 capping; calls as there; inhibition, %; measured here: pilot screen replicate inhibition
Numbers without * were called inactive; ? = inconclusive; . = no result given; [ ] = remark or other dose.

SMILES	UTI89 phage lysis	RSV CPE inhibition	MgcRacGAP inhibition	West Nile antiviral	NTR1 agonist	NTR1 agonist cell count 20 µM	Large T inhibition	Dengue-2 NS5 capping	AID2073	SIAH1 antagonists	others
Cc1ccc(-n2c(SCC(=O)N(C)C3CCS(=O)(=O)C3)nc3ccccc3c2=O)cc1 (stereo not drawn)	-0.8%	0.3%	5%	0.5%	0.6	59	0%	2%	-4%	7%
Clc1ccc(CSc2cc3c(nn2)-c2ccccc2CC3)cc1Cl	2.9%	5.7%	6%	-0.2%	1.1	65	6%	-1%	0%	0%
Cc1c(NC2=NC3(CCCCC3)Cc3ccccc32)c(=O)n(-c2ccccc2)n1C	1.0%	1.4%	1%	0.3%	1.3	51	9%	6%	1%	2%
C=CCn1c(C(CC(C)C)CC(C)O)n[nH]c1=S (stereo not drawn)	0.2%	0.3%	11%	-0.1%	1.1	85	22%	-10%	-18%	14%
CCOC(=O)C(C)Sc1nc(-c2ccco2)cc(C(F)(F)F)c1C#N (stereo not drawn)	-0.3%	2.7%	7%	-0.6%	2.1	70	8%	-11%	8%	2%
O=C(NCc1ccc(Cl)cc1)C1CCCN1C(=O)Nc1ccccc1 (stereo not drawn)	1.7%	3.1%	12%	-0.9%	-1.3	61	10%	0%	2%	9%
CCCc1cc(=O)[nH]c(SCC(=O)Nc2cccc(S(=O)(=O)N3CCOCC3)c2)n1	-0.1%[50 µM]	2.0%	-1%	.	-1.4	63	.	2%	.	.
COc1cccc(N/C(SC)=C(/C#N)C(=O)NCc2cccs2)c1	0.1%	13%	12%	-0.5%	1.4	61	5%	2%	-6%	2%
O=C(COc1ccc([N+](=O)[O-])cc1)Nc1ccc2[nH]c(=O)[nH]c2c1	0.6%[50 µM]	0.7%	2%	.	-0.3	43	6%	-2%	.	.
COC(=O)[C@@H]1C[C@@]2(O)[C@@H](O)[C@@H](O)[C@@H](O)C[C@H]2N1Cc1ccc(C)s1	1.9%	1.3%	4%	0.3%	-0.3	94	0%	0%	5%	-6%
CCOC(=O)N1CCN(C(=O)C2CCN(S(=O)(=O)c3ccccc3)CC2)CC1	0.1%	-0.7%	6%	-0.7%	-2.8	83	-3%	1%	-17%	1%
O=C(NC1CCCCCCC1)c1cc(F)c(F)cc1Cl	0.1%	0.9%	4%	-0.6%	-1.5	84	4%	-6%	4%	12%
CCOc1ccc(N(CC(=O)Nc2c(C)n(C)n(-c3ccccc3)c2=O)S(=O)(=O)c2ccccc2)cc1	0.9%	0.5%	2%	-0.6%	2.9	68	.	-10%	-2%	4%
Cc1c(NC(=O)Nc2ccc(Cl)cc2Cl)c(=O)n(-c2ccccc2)n1C	0.1%	-0.6%	11%	-0.9%	1.1	61	1%	-5%	-1%	5%
CC(O)CNc1nc2c(c(=O)n(C)c(=O)n2C)n1Cc1cccc(C(F)(F)F)c1 (stereo not drawn)	3.0%	4.1%	0%	-1.1%	0.5	80	-3%	-2%	5%	14%

Structures shown so far with a cyano group:
SMILES	UTI89 phage lysis	RSV CPE inhibition	MgcRacGAP inhibition	West Nile antiviral	NTR1 agonist	NTR1 agonist cell count 20 µM	Large T inhibition	Dengue-2 NS5 capping	AID2073	SIAH1 antagonists	others
CCOC(=O)C(C)Sc1nc(-c2ccco2)cc(C(F)(F)F)c1C#N (stereo not drawn)	-0.3%	2.7%	7%	-0.6%	2.1	70	8%	-11%	8%	2%
COc1cccc(N/C(SC)=C(/C#N)C(=O)NCc2cccs2)c1	0.1%	13%	12%	-0.5%	1.4	61	5%	2%	-6%	2%

Back to the main list, repeating the five entries before the break.
SMILES	UTI89 phage lysis	RSV CPE inhibition	MgcRacGAP inhibition	West Nile antiviral	NTR1 agonist	NTR1 agonist cell count 20 µM	Large T inhibition	Dengue-2 NS5 capping	AID2073	SIAH1 antagonists	others
CCOC(=O)N1CCN(C(=O)C2CCN(S(=O)(=O)c3ccccc3)CC2)CC1	0.1%	-0.7%	6%	-0.7%	-2.8	83	-3%	1%	-17%	1%
O=C(NC1CCCCCCC1)c1cc(F)c(F)cc1Cl	0.1%	0.9%	4%	-0.6%	-1.5	84	4%	-6%	4%	12%
CCOc1ccc(N(CC(=O)Nc2c(C)n(C)n(-c3ccccc3)c2=O)S(=O)(=O)c2ccccc2)cc1	0.9%	0.5%	2%	-0.6%	2.9	68	.	-10%	-2%	4%
Cc1c(NC(=O)Nc2ccc(Cl)cc2Cl)c(=O)n(-c2ccccc2)n1C	0.1%	-0.6%	11%	-0.9%	1.1	61	1%	-5%	-1%	5%
CC(O)CNc1nc2c(c(=O)n(C)c(=O)n2C)n1Cc1cccc(C(F)(F)F)c1 (stereo not drawn)	3.0%	4.1%	0%	-1.1%	0.5	80	-3%	-2%	5%	14%
C#CCOCCOCCOCCNc1nc(N2CCN(C(=O)[C@H](CO)n3cc([C@@H](N)C(C)C)nn3)CC2)nc(N2CCN(C(=O)[C@H](CCC(=O)O)n3cc([C@@H](N)[C@H](C)CC)nn3)CC2)n1	0.1%	.	2%	.	-2.6	55	.	-5%	.	.	Dengue-2 NS5 capping pilot replicate=2.8
CCC(C)C(=O)Nc1cc(C(=O)OC)cc(C(=O)OC)c1 (stereo not drawn)	0.8%	0.2%	-1%	-0.8%	-0.3	47	20%	-1%	-2%	-2%
CC(C)CNC(=O)COC(=O)c1ccc2c(c1)C(=O)N(Cc1ccco1)C2=O	0.3%	1.3%	3%	0.0%	-1.7	50	15%	-1%	3%	12%
CCc1ccc(NC(=O)CN2C(=O)CC(C)S(=O)(=O)c3ccccc32)cc1 (stereo not drawn)	0.5%	3.7%	11%	-0.7%	0.9	74	7%	-14%	1%	1%
Cc1ccc(NCc2nc3ccccc3n2C)cc1C	0.1%	3.8%	13%	-0.3%	0.7	39	6%	4%	10%	-3%
CCOC(=O)N1CCN(C(=O)CSCC(=O)Nc2nc(-c3ccc4c(c3)OCO4)cs2)CC1	7.7%	0.8%	9%	-0.1%	-0.2	52	7%	5%	-5%	-1%
CC(=O)c1cccc(N(CC(=O)Nc2cc(C)cc(C)c2)S(C)(=O)=O)c1	-1.5%	1.5%	7%	-0.2%	-0.8	37	17%	7%	2%	-5%
COc1ccc(OC)c(S(=O)(=O)Nc2ccccc2O)c1	1.5%	1.4%	8%	.	-0.4	55	12%	-2%	.	.
COc1ccc(NC(=O)CSc2nccn2C)c([N+](=O)[O-])c1	0.1%	1.9%	-1%	-0.3%	-0.7	29	6%	5%	-4%	2%
CCN(CC)S(=O)(=O)c1cc(C(=O)Nc2cc(C)on2)c(Cl)cc1Cl	0.3%	2.2%	11%	-1.0%	7.3	59	7%	1%	3%	4%
CSCC[C@H](NC(=O)C(C)Oc1ccc(Cl)cc1)c1nc2ccccc2[nH]1 (stereo partly drawn)	0.0%	0.9%	10%	-1.2%	0.1	83	4%	-3%	-10%	0%
O=C(O)c1ccccc1NC(=O)c1cc2ccccc2oc1=O	-2.3%	1.2%	-21%	-0.3%	-0.5	49	13%	-2%	-3%	5%
CC1CCN(S(=O)(=O)c2ccc3c(c2)oc(=O)n3CC(=O)NCc2ccc3c(c2)OCO3)CC1	-0.3%	3.7%	6%	-0.5%	0.4	94	-1%	-3%	0%	1%
CCOC(=O)N1CCN(C(=O)c2ccc3c(=O)n4c(nc3c2)CCCCC4)CC1	.	0.2%	.	0.1%	2.4	43	2%	.	7%	-1%
Cc1ccc(OCCC(=O)Nc2ccc(S(=O)(=O)N3CCCC3)cc2)cc1	-0.2%[50 µM]	-0.7%	10%	.	-3.0	67	.	-3%	.	.
COc1ccc(CNC(=O)C2CCC(CNC(=O)[C@@H]3Cc4ccccc4CN3)CC2)cc1 (stereo partly drawn)	0.2%	0.4%	-9%	0.1%	-0.2	61	4%	-2%	8%	2%
O=C(Oc1ccc(F)cc1C(=O)/C=C/c1cccs1)c1cccc([N+](=O)[O-])c1	2.8%	4.0%	6%	0.6%	1.0	47	1%	-6%	-8%	-2%
CCCN(CCC)CC(O)Cn1c2ccccc2c2ccccc21 (stereo not drawn)	0.2%	-1.9%	-1%	0.1%	2.5	39	9%	-2%	0%	2%
CC(C)CNC(=O)c1cc([N+](=O)[O-])ccc1N1CCCCC1	-0.1%	1.6%	-13%	-1.0%	-0.3	88	10%	1%	-4%	-2%
COC(=O)c1ccc(C(C(=O)NC2CCCCC2)N(Cc2ccc(F)cc2)C(=O)Cc2cccs2)cc1 (stereo not drawn)	6.3%	7.6%	2%	-1.1%	2.1	49	6%	0%	7%	-4%
CCCOc1cccc(C2C(C(=O)c3cc4ccccc4o3)=C(O)C(=O)N2c2cc(C)on2)c1 (stereo not drawn)	0.1%	-0.4%	12%	0.2%	1.0	53	10%	33µM*	38%	-4%
CCC(C)(C)n1nnnc1C(c1cccs1)N1CCN(Cc2ccccc2)CC1 (stereo not drawn)	1.1%	0.5%	-1%	-0.6%	1.1	43	2%	-3%	?	5%
O=C(N/N=C/c1ccc(-c2ccccc2[N+](=O)[O-])o1)c1cncc(Br)c1	-0.2%	0.6%	6%	-0.2%	-0.2	76	0%	14%	-10%	-4%
